# Screening data (PubChem)
# D2 PAM – HTS Assay for Positive Allosteric Modulators of the Human D2 Dopamine Receptor: Primary Screen for Potentiators; D(2) dopamine receptor (Homo sapiens), P14416; HEK293 T-REx D2, calcium flux, EC20 dopamine potentiation; hit rate 0.34% among 340,000; AID 485347, 2010; potentiation, % at 10 µM;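 active = potentiation over 3 SD above the plate norm, cut at about 30% in these data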; also: 0% is about no effect
#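 Potentiation of an EC20 dopamine calcium response measured kinetically over 180 s, after a preceding 180 s compound-only read flagging agonists. Cells: inducible Hek293 Trex D2 line, 4000/well, cultured overnight at 30 C before dye loading.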
# D1 antag – Antagonist of Human D 1 Dopamine Receptor: qHTS | D(1A) dopamine receptor (Homo sapiens), P21728 | HEK293 TREx D1 cells, calcium flux, dopamine EC80; active compounds read low | hit rate 3.2% among 360,000 | AID 504652, 2011 | activity change, negative = inhibition, % at 10 µM; in the data active = activity change below about -30%; also: % is scaled to controls: 0 for no effect and ±100 for the full control effect
# Target sequence (P21728 whole entry, looked up): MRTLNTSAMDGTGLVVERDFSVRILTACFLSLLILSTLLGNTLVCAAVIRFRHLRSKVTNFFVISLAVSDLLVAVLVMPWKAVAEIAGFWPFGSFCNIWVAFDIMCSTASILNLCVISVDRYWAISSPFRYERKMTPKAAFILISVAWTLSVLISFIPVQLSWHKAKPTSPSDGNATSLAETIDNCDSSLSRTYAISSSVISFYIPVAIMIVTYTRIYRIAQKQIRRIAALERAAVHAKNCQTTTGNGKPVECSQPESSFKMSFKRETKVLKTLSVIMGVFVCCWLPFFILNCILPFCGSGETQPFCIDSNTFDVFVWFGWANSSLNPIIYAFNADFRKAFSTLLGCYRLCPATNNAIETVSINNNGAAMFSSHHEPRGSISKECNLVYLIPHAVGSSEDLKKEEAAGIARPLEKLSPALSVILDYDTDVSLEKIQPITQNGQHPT
#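 Kinetic fluorescence of a calcium dye serves as the read-out. D1-expressing Hek293 Trex cells, induced overnight at 30 C, are exposed to compound for 180 s before an EC80 dopamine addition, then read 180 s further.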
# D1 potentiator – Potentiators of Human D1 Dopamine Receptor: qHTS. AID 504651, 2011. hit rate 0.036% among 360,000. potentiation, % at 10 µM. HEK293 TREx D1 cells, calcium flux, dopamine EC20 potentiation. D(1A) dopamine receptor (Homo sapiens), P21728; in the data active = potentiation above about 30%; also: 0% is about no effect
# D2 antagonist – HTS Assay for Allosteric Antagonists of the Human D2 Dopamine Receptor: Primary Screen for Antagonists. HEK293 TREx D2 cells, calcium flux, dopamine EC80. hit rate 2% among 340,000. D(2) dopamine receptor (Homo sapiens), P14416. AID 485344, 2010. inhibition, % at 10 µM; in the data active = inhibition above about 30%; also: 0% is about no effect
#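 Tetracycline-induced HEK293 T-REx cells expressing D2 force-coupled to calcium signalling were dye-loaded, exposed to compound for 180 s, then challenged with an EC80 of dopamine; calcium flux was followed kinetically for a further 180 s.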
# RXFP1 antagonist – qHTS Assay for Antagonists of the Relaxin Receptor RXFP1 | Relaxin receptor 1 (Homo sapiens), Q9HBX9 | HEK293-RXFP1, relaxin-stimulated cAMP HTRF, 30 min; active compounds read low | activity change, negative = inhibition, % at 57.5 µM | hit rate 0.59% among 350,000 | AID 1259400, 2018;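 active = activity change of -60% or lower, but not beyond a set lower limit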; also: % is scaled to controls: 0 for no effect and ±100 for the full control effect
# TRHR agonist – qHTS for Small Molecule Agonists and Allosteric Enhancers of Human TRH Receptor: Primary Screen for Agonists. Thyrotropin-releasing hormone receptor (Homo sapiens), P34981. activation, % at 2 µM. TRHR cells, calcium flux fluo-8, FDSS agonist mode. hit rate 0.18% among 360,000; also: 0% is about no effect
# Target sequence (P34981 whole entry, looked up): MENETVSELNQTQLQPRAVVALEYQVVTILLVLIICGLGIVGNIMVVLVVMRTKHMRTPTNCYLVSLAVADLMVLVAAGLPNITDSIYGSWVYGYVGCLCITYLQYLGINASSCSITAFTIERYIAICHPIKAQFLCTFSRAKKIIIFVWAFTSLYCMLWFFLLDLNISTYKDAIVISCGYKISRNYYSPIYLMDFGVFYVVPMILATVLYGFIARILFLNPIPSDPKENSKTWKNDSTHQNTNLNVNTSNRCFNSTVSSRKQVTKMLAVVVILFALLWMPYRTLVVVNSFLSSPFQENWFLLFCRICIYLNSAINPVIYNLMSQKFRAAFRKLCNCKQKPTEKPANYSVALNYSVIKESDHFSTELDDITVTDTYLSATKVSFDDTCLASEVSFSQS
#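 TRHR-expressing cells, plated overnight in medium with 10% serum, were loaded with fluo-8 calcium dye at room temperature. After a 10 s baseline, library compound was pin-added and calcium release was recorded kinetically (ex 480/em 530) as agonist response.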
# TRHR enhancer – qHTS for Small Molecule Agonists and Allosteric Enhancers of Human TRH Receptor: Primary Screen for Enhancers | Thyrotropin-releasing hormone receptor (Homo sapiens), P34981 | TRHR cells, fluo-8 calcium fluorescence, EC20 TRH enhancement | enhancement, % at 2 µM | hit rate 0.66% among 360,000 | AID 493056, 2011; in the data active = enhancement above about 30%; also: 0% is about no effect
#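 TRHR-expressing cells loaded with fluo-8 calcium dye were read kinetically (ex 480/em 530) during compound addition, then stimulated with an EC20 of TRH (10 nM final). Enhancement of the Gq-mediated intracellular calcium response was scored.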
# D2 ag – HTS Assay for Allosteric Agonists of the Human D2 Dopamine Receptor: Primary Screen for Agonists; D(2) dopamine receptor (Homo sapiens), P14416; HEK293 T-REx D2 cells, calcium flux agonist mode; activation, % at 2 µM; hit rate 0.53% among 340,000; AID 485358, 2010;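 active = activation over 3 SD above normal in the single-dose calcium agonist read, cut at about 30% in these data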; also: 0% is about no effect
#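 HEK293 Trex D2 cells, tetracycline-induced, o/n 30 C 5% CO2; no-wash Ca dye, RT 30–90 min; 10-cycle baseline, 23 nl cpd added, kinetic Ca read 180 s; agonist hits = positive Ca response.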
# D1 agonist – Allosteric Agonists of the Human D1 Dopamine Receptor: qHTS. activation, % at 2 µM. HEK293 T-REx D1 cells, calcium flux, agonist mode. D(1A) dopamine receptor (Homo sapiens), P21728. hit rate 1% among 360,000; also: 0% is about no effect
#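 Tetracycline-induced HEK293 TREx D1 cells, force-coupled to calcium signalling, were dye-loaded with a no-wash calcium kit. Compound was pin-added after a 10 s baseline. Fluorescence was read kinetically at 1 cycle/s for 180 s, with calcium rises flagged as agonism.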
# An asterisk follows results filed as active; . = not tested or not shown. Rule as the data show it, unless noted: active = activation above about 30%; inactive = the rest. An unsorted share of the library (roughly 7.3% active in at least one column).
SMILES,D2 PAM,D1 antag,D1 potentiator,D2 antagonist,RXFP1 antagonist,TRHR agonist,TRHR enhancer,D2 ag,D1 agonist
O=C(/C=C/c1ccc(Cl)cc1Cl)NCCSCc1ccccc1,-21,-46*,-10,-25,-22,1.8,-3,0.0,6
O=C(CN1C(=O)S/C(=C/c2cccnc2)C1=O)N1CCOCC1,-5,-8,5,-9,1,0.5,-4,1.4,1
Cc1ccc(C2SCCN2C(=O)c2ccc([N+](=O)[O-])cc2)cc1 (stereo not drawn),-8,-6,-1,19,6,-0.5,-4,14,1
CCC(C)c1ccc(NC(=O)c2ccco2)cc1 (stereo not drawn),10,5,14,-19,-19,-0.8,0,-0.1,8
Cc1ccc(S(=O)(=O)Oc2ccc(C3C4=C(CCCC4=O)OC4=C3C(=O)CCC4)cc2)cc1,-3,11,-3,-11,-2,0.6,-9,0.2,1
COc1ccc(CNC(=O)c2ccc(Sc3ccc(Cl)cc3)c(NC(C)=O)c2)c(OC)c1,4,11,-3,.,-19,-0.1,-3,.,2
Cc1cccc(C)c1NC(=O)CC(NCc1ccco1)C(=O)O (stereo not drawn),3,-6,5,-4,-6,0.4,7,0.6,-1
COc1ccc(C2/C(=C(/O)c3ccc4c(c3)CC(C)O4)C(=O)C(=O)N2Cc2cccnc2)cc1 (stereo not drawn),1,-42*,2,-8,11,0.5,14,-0.4,0
Cc1cc(C(=O)N/N=C/C(Cl)=C/c2ccccc2)c(C)o1,-15,-33*,-4,6,-27,0.3,-6,-0.1,4
Cc1cc(N2CCN(c3nc4ccccc4s3)CC2)n2ncnc2n1,7,-32*,-2,12,7,-0.4,-1,0.1,9
Cc1[nH]n(-c2ccccc2)c(=O)c1C=Nc1ccc2[nH]c(=O)[nH]c2c1,8,28,-3,12,3,-0.7,-1,0.0,6
NC(=S)Nc1ncc(C(F)(F)F)cc1Cl,7,7,3,9,0,0.5,29,0.6,0
Cn1c(SCC(=O)NC2CCCC2)nnc1C(F)(F)F,-8,-2,6,-6,-2,0.6,-10,0.7,3
CCc1nnc(NC(=O)CSc2nnc(C3CC3)n2C)s1,.,4,-8,.,-17,0.2,2,.,1
COc1ccc(N(CC(=O)NCc2ccccc2C)S(=O)(=O)c2ccc(C)cc2)cc1OC,-1,-2,.,8,-5,0.7,-11,2.5,13
Cc1cc(C)nc(NC(=O)c2ccc(Cl)c(Cl)c2)n1,-1,-13,-2,18,-10,-0.7,-3,0.2,0
C=CCNc1nc(Nc2ccc(OC)cc2OC)nc(OCC)n1,1,8,1,-5,-1,-0.9,2,-0.6,0
O=C(O)CCCCCCNC(=O)c1cncc(O)c1,21,-12,-2,-15,-9,0.4,6,-1.1,0
Cc1cc(C)cc(N2CN=c3s/c(=C\c4ccco4)c(=O)n3C2)c1,11,-4,8,2,-2,0.2,6,0.6,2
COc1cc(-c2c(C#N)c(=O)[nH]c3c2c(C)nn3-c2ccccc2)ccc1O,7,-14,-2,4,3,0.0,4,-1.3,2
CCNC(=S)NS(=O)(=O)c1ccccc1,0,-3,-3,11,-1,-0.2,4,0.2,2
CCOc1ccc(NC(=O)COc2ccccc2C(=O)NCc2ccccc2)cc1,-12,-5,-2,.,-5,0.6,-15,.,3
CC(C)c1cc(C(=O)O)c2ccccc2n1,4,0,-1,4,3,0.4,2,0.3,3
O=C(O)Cc1ccc(NC(=O)c2ccc(NC(=O)C3CC3)cc2)cc1,-19,-15,-2,-4,-4,-0.2,-1,1.3,4
Cc1nc(N)c(C#N)c(-c2ccccc2Cl)c1C,5,8,6,0,-31,0.3,4,0.0,5
O=C(CSc1ncn[nH]1)NC12CC3CC(CC(C3)C1)C2,4,-9,-2,-16,3,-0.6,2,-1.8,2
CCCCCn1c(CCCNC(=O)c2ccc(Cl)cc2)nc2ccccc21,-19,3,-1,.,-33,-1.6,12,2.4,7
C#CC(C)(CC)NC(=O)c1cc2nc(C3CC3)cc(C(F)(F)F)n2n1 (stereo not drawn),9,-21,6,-1,-6,-0.8,1,-0.4,-3
Cc1nnc(SCC(=O)N2CCc3ccccc32)n1-c1ccccc1,4,-13,-5,-9,-14,0.0,6,0.9,0
O=C(NNc1cccc(Cl)n1)c1ccc(Cl)nc1,17,7,-1,-16,-13,0.5,1,0.1,0
Cc1ccc(COC(=O)c2[nH]c3c(c2C)C(=O)CC(c2ccc(Cl)cc2)C3)cc1 (stereo not drawn),4,6,5,.,-5,1.5,6,-1.4,2
CCN(CC)S(=O)(=O)c1ccc(N2CCN(S(=O)(=O)c3ccccc3)CC2)nc1,-8,3,-5,3,6,0.6,-3,-0.1,2
COc1ccc(Cl)cc1NC(=O)c1cccc(NC(=O)CCC(=O)O)c1,.,-5,-2,.,2,0.6,8,.,1
Cc1c(C)c(C)c(C(=O)c2ccc(NC(=O)c3ccccc3C(=O)O)cc2)c(C)c1C,2,7,-2,18,-7,-0.3,0,6.1,1
CCN1CCN(C(c2ccccc2)c2sc3nc(-c4ccco4)nn3c2O)CC1 (stereo not drawn),1,.,-3,.,6,0.5,-3,-3.6,1
Cc1ccc2c(C(=O)CN3CCN(c4ccccc4)CC3)c(C)[nH]c2c1,-5,-3,-5,1,-11,0.8,24,1.1,3
CCOC(=O)CSc1nc(-c2ccc(Cl)cc2)cc(C(F)(F)F)c1C#N,10,6,1,.,0,2.5,12,1.3,29
COc1ccc(Cl)cc1Nc1nc(N)c2ccccc2n1,0,-25,-3,-2,-4,0.3,-4,1.8,0
COc1cc(C)nc(Nc2nc(C)c(C(C)=O)s2)n1,2,10,1,0,-5,-0.5,3,-1.0,1
COc1ccc(/C=C(\C#N)C(=O)OC2CCOC2=O)cc1 (stereo not drawn),7,-11,-1,33*,-25,1.1,-4,0.0,1
O=C(O)/C=C/C(=O)Nc1ccc(Oc2ncnc3cc(Cl)ccc23)nc1,-8,2,4,-7,-23,0.6,5,1.0,1
O=C(O)CCn1cnc2ccccc2c1=O,.,-28,-2,.,-5,0.6,-1,.,2
COc1ccc(NC(=O)c2cccc(S(=O)(=O)Nc3ccc(Br)cc3)c2)cn1,-10,-15,-7,11,-24,0.1,18,0.6,12
CCOC(=O)c1ccc(NC(=O)CNC(=O)C23CC4CC(CC(C4)C2)C3)cc1,-5,-9,-6,4,17,2.7,1,0.1,0
COc1cc(/C=C2\SC(=Nc3ccc(N4CCOCC4)cc3)N(C)C2=O)ccc1OC(C)C(=O)O (stereo not drawn),-7,0,2,13,1,0.1,-4,-0.2,1
COc1ccc([C@@H]2CC=C(C(=O)O)[C@H](c3ccccc3)N2S(=O)(=O)c2ccccc2C)cc1,-9,2,-6,-8,.,-0.3,-2,-0.1,-1
Fc1ccc(-c2cc(-c3nc(-c4ccc(Cl)cc4)no3)[nH]n2)cc1,-2,-12,1,.,-5,0.6,0,0.8,5
O=C(Nc1ccc2ccccc2c1)NC1CCS(=O)(=O)C1 (stereo not drawn),1,-4,-2,14,-6,-0.4,-1,0.6,4
COc1ccc(NC(C)C(=O)N/N=C/c2cc(Br)ccc2OC)cc1 (stereo not drawn),20,9,-3,-12,-10,-0.7,-3,2.0,3
COc1cc(CN2CCNC(=O)C2CC(=O)N(C)CCCN2CCOCC2)cc(OC)c1 (stereo not drawn),-12,-29,-2,-2,-2,-1.0,8,-0.1,1
# Further structures.
SMILES,D2 PAM,D1 antag,D1 potentiator,D2 antagonist,RXFP1 antagonist,TRHR agonist,TRHR enhancer,D2 ag,D1 agonist
COc1cc(CC(=O)OCC(=O)NC2CCCCC2C)cc(OC)c1OC (stereo not drawn),2,-23,-4,3,7,0.1,14,-0.4,1
O=C1NC(=NCc2ccccc2)S/C1=C\c1ccccc1,-27,1,-3,14,-9,-0.2,-9,1.3,2
CSCCC(NS(=O)(=O)c1ccc2ccccc2c1)C(=O)O (stereo not drawn),-5,4,-1,18,4,-0.3,3,-0.5,-1
Cc1ccc(-c2csc3nnc(SCC(=O)Nc4cccc(C)n4)n23)cc1,-3,-2,-3,-11,-2,-1.2,7,-0.6,0
COCc1cc(C)nc(N2CCNCC2)c1C#N,-18,1,-9,19,10,0.3,2,0.0,0
COc1nc(-c2ccc(Cl)cc2)nnc1C,.,18,0,.,-10,0.0,-13,.,0
O=C(c1ccccc1)c1cn(Cc2ccc(F)cc2)c2ccccc2c1=O,-1,-1,5,.,0,-0.3,-5,-1.4,0
Cc1ccc(S(=O)(=O)N(C)C)cc1NC(=O)COC(=O)c1ccc(Cl)cc1,-30,-4,-6,15,-8,0.0,-3,2.5,10
O=C(CCc1nc2sc3c(c2c(=O)[nH]1)CCCC3)NCC(=O)Nc1ccccc1Br,4,0,-6,11,3,0.5,-3,0.3,1
O=C(CSc1nc2cc(Cl)ccc2s1)NCc1ccc2c(c1)OCO2,9,6,9,-13,1,-0.2,-3,-0.4,1
Cc1nn(-c2ccccc2)c(OC(=O)c2ccccc2Br)c1S(=O)(=O)c1ccccc1,7,-18,-4,.,.,-0.1,4,0.3,1
Nc1nnnn1/N=C/c1cccs1,12,-5,0,0,-3,0.3,-1,0.1,1
COCCn1nnnc1C(c1cccs1)N1CCCC(C)C1 (stereo not drawn),5,7,5,-13,20,-0.1,4,-0.6,0
CCCCn1nnc(NC(=O)C(c2ccccc2)c2ccccc2)n1,16,19,4,19,-2,-0.3,-7,-1.0,1

# Compounds shown so far with a CF3 group (four):
SMILES,D2 PAM,D1 antag,D1 potentiator,D2 antagonist,RXFP1 antagonist,TRHR agonist,TRHR enhancer,D2 ag,D1 agonist
NC(=S)Nc1ncc(C(F)(F)F)cc1Cl,7,7,3,9,0,0.5,29,0.6,0
Cn1c(SCC(=O)NC2CCCC2)nnc1C(F)(F)F,-8,-2,6,-6,-2,0.6,-10,0.7,3
C#CC(C)(CC)NC(=O)c1cc2nc(C3CC3)cc(C(F)(F)F)n2n1 (stereo not drawn),9,-21,6,-1,-6,-0.8,1,-0.4,-3
CCOC(=O)CSc1nc(-c2ccc(Cl)cc2)cc(C(F)(F)F)c1C#N,10,6,1,.,0,2.5,12,1.3,29
